# Screening data from PubChem BioAssay.
# HCV NS3 hel inh – inhibitors of HCV NS3 helicase, primary screen, biochemical, Cy5 molecular beacon fluorescence | Hepatitis C virus NS3 helicase | NS3 helicase DNA unwinding | inhibition, % at 10.9 µM | 290,000 compounds, 0.56% hits;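 active = inhibition above the mean of all tested compounds plus 3 SD, set per campaign, cut at about 35% in these data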;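 also: 0% = DMSO wells and 100% = thioflavine S control wells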
#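 test system = hepatitis C virus NS3 helicase domain fragment enzyme | reagent = annealed dual-labelled DNA beacon duplex, ATP-started | times = 1 h at 25 °C | detection = Cy5 fluorescence, 0 and 60 min reads | read-out basis = percent inhibition from t60/t0 fluorescence ratio | control set = DMSO and thioflavine S | replication = one well per compound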
# IMP-1 inh – IMP-1 metallo-beta-lactamase inhibitors, primary screen, biochemical, epi-absorbance readout, Pseudomonas aeruginosa enzyme; metallo-beta-lactamase IMP-1 (Pseudomonas aeruginosa); purified IMP-1, nitrocefin hydrolysis, epi-absorbance fluorescence; inhibition, % at 5.6 µM; 290,000 compounds, 0.45% hits; AID 1556, 2009;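 active = inhibition above the mean plus 3 SD of all compounds in the same screening run, cut at about 4.5% in these data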;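 also: 0% = IMP-1 with DMSO and 100% = DMSO wells lacking enzyme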
#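 Assay system: purified recombinant IMP-1 beta-lactamase. Input: IMP-1 0.2 nM before substrate addition. Buffer or medium: Zinc- and detergent-supplemented HEPES buffer, pH 7.1. Schedule: 25 °C, 15 min preincubation, 25 min reaction. Signal: Epi-absorbance fluorescence, 480 nm excitation, 530 nm emission. Evaluation: percent inhibition from optical density relative to buffer-blank wells.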
# GPR7 antagonist – GPR7 receptor antagonists, primary screen, cell-based, fluorescence, single concentration. 290,000 compounds, 1.1% hits. GPR7-expressing cells, fluorescence antagonist assay. Neuropeptides B/W receptor type 1 (Homo sapiens), P48145. AID 1861, 2009. inhibition, % at 4.4 µM; in the data active = inhibition above about 16%, passing the limit was not always enough;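 also: cells stimulated with the agonist NPW; 0% = agonist with vehicle and 100% = vehicle without agonist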
# Target sequence (P48145 whole entry, looked up): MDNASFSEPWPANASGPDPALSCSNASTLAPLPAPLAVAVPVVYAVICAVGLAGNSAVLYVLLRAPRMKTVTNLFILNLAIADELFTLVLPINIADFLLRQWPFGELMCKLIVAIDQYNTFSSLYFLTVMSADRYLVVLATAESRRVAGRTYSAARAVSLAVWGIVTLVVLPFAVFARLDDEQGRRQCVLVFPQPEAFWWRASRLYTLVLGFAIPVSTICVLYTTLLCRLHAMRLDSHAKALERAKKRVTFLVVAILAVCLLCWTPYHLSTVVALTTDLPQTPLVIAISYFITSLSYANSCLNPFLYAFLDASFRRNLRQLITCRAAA
# GalR3 antag – GalR3 antagonists in HEK293 cells, primary screen, cell-based, fluorescence readout; Galanin receptor type 3 (Homo sapiens), O60755; HEK293 GalR3-CNG cAMP membrane potential fluorescence; galR3 body fused to GalR1 C-terminus; inhibition, % at 3 µM; 360,000 compounds, 0.44% hits;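 active = inhibition above the screen-wide average plus 3 SD, cut at about 13% in these data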;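 also: forskolin and galanin both at EC90 stimulate the cells; cAMP rise reported by CNG channel membrane potential dye signal; 0% = forskolin plus galanin with DMSO and 100% = forskolin alone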
# DNA FID counter – compounds displacing fluorescent DNA intercalator, primary screen, artefact control for HCV NS3 helicase inhibitor project, biochemical, FID fluorescence | inhibition, % at 7.9 µM | 290,000 compounds, 0.17% hits | AID 1845, 2009 | DNA fluorescent intercalator displacement; in the data active = inhibition above about 37%;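 also: 0% = vehicle and 100% = reference compound; higher means more ethidium bromide displaced from hairpin DNA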
# V1aR counter – agonists of human V1a receptor, primary screen, counter-screen for OXTR agonist project, fluorescence, CHO-V1R cells. Fluo-8 calcium fluorescence, agonist mode; 0% DMSO, 100% 3 nM vasopressin. AID 2797, 2010. activation, % at 3 µM. 320,000 compounds, 0.25% hits;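 active = activation above the mean activation of all tested compounds plus 3 SD, per screening run, cut at about 20% in these data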;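 also: signal is peak over basal fluorescence ratio across a 100 second FLIPR read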
# VIM-2 inhibitor – VIM-2 metallo-beta-lactamase inhibitors, primary screen, biochemical, epi-absorbance readout, Pseudomonas aeruginosa enzyme; purified VIM-2, nitrocefin hydrolysis, epi-absorbance fluorescence; inhibition, % at 5.6 µM; 290,000 compounds, 0.89% hits; AID 1527, 2009;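 active = inhibition above the mean of all tested compounds plus 3 SD, cutoff set per screening run, cut at about 7.5% in these data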;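 also: red hydrolysis product quenches plate fluorescence so inhibitors raise well fluorescence; 0% = enzyme with DMSO and 100% = DMSO without enzyme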
# OXTR agonist – human OXTR agonists, primary screen, fluorescence, CHO-OTR cells, Fluo-8 calcium | AID 2435, 2010 | activation, % at 3 µM | 320,000 compounds, 0.32% hits | Fluo-8 calcium fluorescence; normalized: DMSO 0%, oxytocin 100% | Oxytocin receptor (Homo sapiens), P30559;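 active = activation above the mean of all tested compounds plus 3 SD, cutoff set per screening run, cut at about 20% in these data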;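 also: peak over basal fluorescence ratio from a 100 s FLIPR kinetic read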
# Target sequence (P30559 whole entry, looked up): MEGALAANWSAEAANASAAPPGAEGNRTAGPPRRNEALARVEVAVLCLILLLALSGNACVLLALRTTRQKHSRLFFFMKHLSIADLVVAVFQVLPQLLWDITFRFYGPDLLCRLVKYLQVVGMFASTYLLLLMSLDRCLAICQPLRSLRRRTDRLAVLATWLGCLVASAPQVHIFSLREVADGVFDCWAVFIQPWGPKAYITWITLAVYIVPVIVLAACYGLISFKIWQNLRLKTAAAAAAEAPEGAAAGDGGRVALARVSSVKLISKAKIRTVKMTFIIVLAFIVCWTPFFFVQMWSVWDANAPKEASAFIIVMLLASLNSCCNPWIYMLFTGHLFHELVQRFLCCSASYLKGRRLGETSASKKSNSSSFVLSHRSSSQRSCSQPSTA
# PHOSPHO1 block – PubChem AID 1565; inhibition, % at 13.3 µM; 290,000 compounds, 1.1% hits; recombinant PHOSPHO1, absorbance phosphatase assay; in the data active = inhibition above about 60%
# Target sequence (Q8TCT1 whole entry, looked up): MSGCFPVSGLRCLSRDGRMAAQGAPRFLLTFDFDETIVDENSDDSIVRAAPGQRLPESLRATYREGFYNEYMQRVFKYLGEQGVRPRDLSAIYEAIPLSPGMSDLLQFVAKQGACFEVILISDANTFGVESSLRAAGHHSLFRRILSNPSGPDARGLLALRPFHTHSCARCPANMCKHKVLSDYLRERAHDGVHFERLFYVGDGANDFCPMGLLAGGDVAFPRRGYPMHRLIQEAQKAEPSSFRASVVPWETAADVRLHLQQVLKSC
# * marks the source's active call; other numbers are inactive results; x = not tested or not shown.
Structure	HCV NS3 hel inh	IMP-1 inh	GPR7 antagonist	GalR3 antag	DNA FID counter	V1aR counter	VIM-2 inhibitor	OXTR agonist	PHOSPHO1 block
CCS(=O)(=O)Nc1ccc2[nH]c(=O)[nH]c2c1	-12	-2.2	-1	-6	-2	0.5	-1.9	2.1	-32
CS(=O)(=O)N1CCC(Oc2cccc(C(=O)NCCCOc3cccnc3)c2)CC1	-2	-0.6	-22	3	-26	1.5	-0.9	1.1	27
CCCS(=O)(=O)N1CCN(Cc2ccccc2C(F)(F)F)CC1	-2	-0.5	17	-4	2	-1.0	0.0	-2.7	-28
O=C(Nc1ccc2oc(-c3ccccc3)nc2c1)c1cccs1	-1	1.6	-16	-1	-3	1.2	-2.2	1.2	-4
Clc1ccc(SCNc2ccccc2Cl)cc1	7	-3.3	-1	-4	-1	1.1	-4.1	0.1	5
NC(=O)N/N=C/c1cn(-c2ccccc2)nc1-c1cccs1	-15	-2.1	-7	1	-7	-0.6	-2.1	-0.7	15
COc1ccc(S(=O)(=O)N2CCOC2CNC(=O)C(=O)NCCc2c[nH]c3ccccc23)cc1 (stereo unspecified)	-6	-1.8	-8	x	-22	11	-0.6	14	-26
O=Cc1c(F)cccc1N1CCCC1	11	-2.7	-5	-2	-12	-1.2	-1.5	0.1	-4
COC(=O)C(Cc1ccc(OC(=O)c2ccc(Cl)cc2)cc1)N1Cc2ccccc2C1=O (stereo unspecified)	4	-2.8	-15	-4	-10	9.8	-4.5	13	-6
C=CCn1c(C)c(C(=O)OCC)c2cc(O)c3ccccc3c21	0	-0.6	15	-14	-15	x	-1.4	x	32
CCOc1cc(/C=N/NC(=O)CN2CCOCC2)ccc1OCc1ccc(Cl)cc1	-5	-2.4	0	-3	-3	1.4	-0.6	-0.1	-7
CC1CCN(S(=O)(=O)c2cccc(C(=O)Nc3nncs3)c2)CC1	1	-3.8	-10	0	-31	2.2	-3.2	0.1	18
Cc1ccc(CCN2CC(C(=O)NCc3ccc4c(c3)OCO4)CC2=O)cc1 (stereo unspecified)	7	-0.2	-3	11	-17	-0.7	-0.2	-0.6	24
COc1ccc(-c2nnc(SCC(=O)Nc3nncs3)o2)cc1	-6	-0.8	-2	-5	1	0.7	-0.3	0.3	1
CCOC(=O)N1CCN(S(=O)(=O)Cc2ccccc2)CC1	0	-3.3	-5	-2	1	1.0	-1.3	1.0	-1
O=c1oc2ccccc2nc1/C=C(O)/C=C\c1ccccc1	34	-0.6	8	-1	-9	1.2	-4.4	1.6	1
Cc1nn(-c2ccccc2)c(N)c1Sc1ccc([N+](=O)[O-])cc1	-9	0.0	23*	-5	-3	1.5	-0.7	-2.4	6
COc1ccc2c(c1OC)C(=O)OC2CC(=O)c1ccc(O)c(O)c1 (stereo unspecified)	1	-2.8	-11	-4	-4	0.9	-2.7	0.8	20
O=C(NC1(C(F)(F)F)NC(=O)N(Cc2ccccc2)C1=O)c1cccnc1 (stereo unspecified)	2	-0.3	-4	-6	-2	2.0	0.4	0.1	14
C=C1CN(Cc2ccccc2)S(=O)(=O)c2ccccc21	x	x	x	-4	x	-1.2	x	-3.0	40
COc1ccc(CNC(=O)CSc2ncn[nH]2)cc1OC	-1	-1.6	-2	-5	-4	0.8	-3.0	0.3	14
COc1ccc(N2C(=O)CC(Nc3ccc(F)cc3)C2=O)c([N+](=O)[O-])c1 (stereo unspecified)	14	-3.3	-9	-8	-1	0.0	-2.9	0.6	30
CCn1c(SCC(=O)Nc2ccccc2)nc2nc3c(cc2c1=O)COC(C)(C)C3	-5	-4.2	-3	4	-12	-1.2	-0.9	-2.8	18
COc1ccc(-c2nc(C#N)c(N3CC(C)OC(C)C3)o2)cc1OC (stereo unspecified)	4	2.3	-11	-6	-10	-0.1	-4.3	-0.7	2
Cc1ccc(-c2nc(=S)c3c(n2CC2CCCO2)CC(C)(C)OC3)cc1 (stereo unspecified)	0	-1.4	8	-1	-11	-0.5	-0.9	-1.1	13
O=C(O)C1CCN(C(=O)c2ccc(Cl)cc2)CC1	0	-1.6	-7	-3	-1	0.5	-1.6	0.9	8
Cn1c(=O)c2c(nc(NCCCO)n2C/C=C/c2ccccc2)n(C)c1=O	8	2.0	-13	-2	-10	0.0	-3.1	-0.5	2
Cc1ccc2c(CN3CCCCC3C)cc(=O)oc2c1 (stereo unspecified)	15	-1.6	-3	-8	-1	10	0.1	-2.4	-14
CCc1ccc(CN(C)C(=O)CCc2nnc(CCc3ccccc3OC)o2)nc1	-2	-4.2	2	-3	-38	2.6	-1.6	-0.5	-5
COc1cc([N+](=O)[O-])ccc1N1C(=O)C2C3C=CC(C4CC34)C2C1=O (stereo unspecified)	-14	-1.8	-2	0	-2	2.3	0.8	2.2	46
COc1cc(C2C3C(=O)N(c4ccc(F)cc4)C(=O)C3ON2c2ccccc2)ccc1O (stereo unspecified)	-7	-0.1	-3	-3	-9	2.6	-5.4	4.2	32
COc1ccc(-c2cc(C3CC3)nc(N)c2C#N)cc1	-12	-1.3	1	-11	-13	0.0	8.8*	0.2	23
Cc1cccc(NC(=O)c2cnc3n(c2=O)CCS3)c1	9	0.6	5	-2	-2	1.3	-2.2	0.8	-5
CCc1ccccc1NC(=O)c1cc(=O)c2ccccc2o1	-5	-1.6	-12	-6	-8	-0.6	-0.6	-0.9	38
COc1cccc(NC(=O)CCC(=O)Nc2cccc(OC)c2)c1	-6	-2.5	-6	-2	0	-0.1	-1.9	-0.4	2
COC(=O)c1cc(C(=O)N2CCN(C(=O)c3ccco3)CC2)cc([N+](=O)[O-])c1	4	-4.8	-11	0	-4	1.0	-1.1	0.4	43
COC(=O)COc1ccc(S(=O)(=O)NCC2CCCO2)cc1Cl (stereo unspecified)	24	-2.6	-6	-7	-2	-0.2	3.0	0.7	24
O=C1NC2(CCCCC2)N(C(=O)c2ccccc2)C2=C1CCCC2	6	-3.0	-5	10	0	-0.5	-2.4	-0.4	-23
CN(C)S(=O)(=O)c1ccc(C(=O)NCc2nc3ccccc3s2)cc1	10	-2.9	5	-10	-19	0.8	-0.9	-0.7	28
CCN(CC)C(=O)C(=O)c1cccn1-c1c(Cl)cccc1C#N	0	-3.7	-10	1	-9	0.2	-7.8	0.1	33

# 2 of these compounds in another layout.
# Values in the order – HCV NS3 hel inh | IMP-1 inh | GPR7 antagonist | GalR3 antag | DNA FID counter | V1aR counter | VIM-2 inhibitor | OXTR agonist | PHOSPHO1 block
COc1cccc(NC(=O)CCC(=O)Nc2cccc(OC)c2)c1
    -6 | -2.5 | -6 | -2 | 0 | -0.1 | -1.9 | -0.4 | 2
COC(=O)c1cc(C(=O)N2CCN(C(=O)c3ccco3)CC2)cc([N+](=O)[O-])c1
    4 | -4.8 | -11 | 0 | -4 | 1.0 | -1.1 | 0.4 | 43

# New compounds follow:
Structure	HCV NS3 hel inh	IMP-1 inh	GPR7 antagonist	GalR3 antag	DNA FID counter	V1aR counter	VIM-2 inhibitor	OXTR agonist	PHOSPHO1 block
c1cc2c(cc1NC1CCCCCC1)OCO2	6	-2.5	-13	-8	0	0.0	0.9	-1.8	x
O=C(c1ccc(Cl)cc1Cl)c1ncc(C(F)(F)F)cc1Cl	-1	-2.5	-10	-8	1	-0.1	-4.2	-1.8	3
COc1ccc(S(=O)(=O)N2CCC(C(=O)NCCC(=O)NC3CC3)CC2)cc1	-3	-1.0	5	-4	2	0.7	-0.6	0.2	45
Cc1cc(-c2nnc3n2N=C(c2ccccc2)CS3)n[nH]1	5	-4.7	-21	-2	-3	-0.4	-2.6	-0.8	6
COC(=O)c1sccc1-n1cccc1C(=O)C(=O)N1CCCC1	9	0.9	-4	-1	-2	0.0	-2.6	-0.4	46
CC(C)Sc1nc2ccccc2[nH]1	-6	-0.7	-3	-5	1	0.0	0.1	-0.7	0
COc1cc2nc(N(CCN(C)C)C(=O)c3ccc4ccccc4c3)sc2cc1OC	-74	-4.5	-6	x	21	0.0	0.8	-0.6	12
COc1ccc(C(=O)C(CO)Oc2ccccc2OC)cc1OC (stereo unspecified)	-3	0.2	12	-5	-6	-0.2	-0.6	0.5	26
CCOc1ccccc1OCCCC(=O)NC1CCCc2ccccc21 (stereo unspecified)	-5	-0.9	1	-3	-7	1.8	-0.4	-2.8	-19
O=C(/C=C/Nc1cccc(F)c1)c1ccco1	-5	-2.5	-14	-4	-6	0.0	-0.2	-1.4	25
COc1ccc(-n2cc(CNCCCN3CCCC3=O)c(-c3ccccc3Cl)n2)cc1	-6	-1.2	6	-6	10	0.3	-1.3	-0.3	46
CCSc1nnc(NC(=O)c2csc(C)c2)s1	-9	-1.1	-11	-8	-7	-0.1	-1.5	0.1	3
CCC(C(=O)Nc1cccc(C(=O)O)c1)c1ccccc1 (stereo unspecified)	-3	-3.9	-7	6	2	-0.4	-3.4	-0.6	1
Cc1ccc(C)c(N(C(=O)CCC(=O)Nc2cc(C)on2)C(C(=O)NC2CCCC2)c2ccco2)c1 (stereo unspecified)	-3	-2.9	-8	-5	-12	-0.7	-3.8	-1.5	17
Cc1ccc2nc(N3C(=O)C(O)=C(C(=O)c4ccco4)C3c3cccc(O)c3)sc2c1 (stereo unspecified)	25	-1.9	4	5	-7	0.3	-0.9	0.6	40
O=S(=O)(Nc1ccc2c(c1)nc1n2CCN(Cc2ccccc2)C1)c1ccc(F)cc1	-21	-4.5	0	-7	-21	3.0	-2.6	2.8	57
CC(C)CC(=O)NC(NCC1CCCO1)C(Cl)(Cl)Cl (stereo unspecified)	5	-2.6	-1	-2	-1	0.0	-0.1	-1.4	-26
NC(=O)c1ccc(C2SCC(=O)N2Cc2ccccc2)cc1 (stereo unspecified)	-2	-2.8	13	2	-7	1.7	-2.1	1.6	14
Cc1cc2c(cc1C)CSC(c1ccccc1OC(=O)C(C)C)SC2	-3	-1.3	13	-4	0	-1.6	0.8	-0.8	9
CC1CCc2c(sc(NC(=O)CSc3ncnc4c3cnn4-c3ccccc3Cl)c2C#N)C1 (stereo unspecified)	2	-0.4	10	-5	1	-0.2	-2.3	1.0	53
CCC(C)(C)NC(=O)C(c1cccn1C)N(Cc1ccc(OC)cc1)C(=O)Cn1nnc2ccccc21 (stereo unspecified)	3	-3.0	-2	-6	-9	1.5	-4.4	-0.2	18
CCN(CC)c1ccc(NC(=O)c2ccccc2Br)cc1S(=O)(=O)Nc1ccccc1OC	-5	-0.4	-2	-9	-12	0.4	-1.6	-0.1	-7

# No enrichment for hits. Share with any hit: about 4.3%.
